Bioassay records (PubChem)
D2 agonist: D2 dopamine receptor (human) agonism | P14416 | HEK293 T-REx D2 cells, calcium flux agonist mode | activation, % at 2 µM | actives 0.53% (n = 340,000) | AID 485358;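 active means activation over 3 SD above normal in the single-dose calcium agonist read, cut at about 30% in these data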; further: 0% is about no effect
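Tetracycline-induced HEK293 T-REx cells with force-coupled D2 receptor, plated overnight at 30 C, loaded with no-wash calcium dye. After a 10 s baseline, compound was pin-added and calcium flux read kinetically for 180 s; calcium rises flagged agonists.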
Vif-A3F inh: blocks the Vif interaction with APOBEC3F | HeLa A3F-eYFP + Vif (tagged APOBEC3F with the HIV-1 protein that degrades it), YFP fluorescence increase | Potency, µM (titrated, usually from 46.1 µM), inactives show at the highest dose activity, negative = active | actives 0.2% (n = 390,000); further: potency means the concentration at half of the fitted maximal effect; % of control where 0% means no effect; nearly all actives have a fitted effect of over 65% in size
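HeLa cells stably expressing A3F-eYFP plus Vif, plated and incubated overnight at 37 deg C, then exposed to compounds overnight at 37 deg C. Blocked degradation read as raised yellow fluorescence (Ex 488/Em 500-530).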
Vif-A3G inh: blocks the Vif interaction with human APOBEC3G | HeLa A3G-eYFP + Vif (tagged APOBEC3G with the HIV-1 protein that degrades it), YFP fluorescence, overnight | Potency, µM (doses to about 46.1 µM), for inactives: top-dose activity, negative = active, hits mostly inhibitors | actives 0.076% (n = 410,000) | AID 602310 | Q9HC16;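 further: potency means the concentration at half of the fitted maximal effect; on the % scale 0 is the no-effect control and ±100 the full control effect; nearly all actives have a fitted effect of over 60% in size; hits raise eYFP signal because A3G escapes Vif-driven loss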
Target sequence (Q9HC16 whole entry, looked up): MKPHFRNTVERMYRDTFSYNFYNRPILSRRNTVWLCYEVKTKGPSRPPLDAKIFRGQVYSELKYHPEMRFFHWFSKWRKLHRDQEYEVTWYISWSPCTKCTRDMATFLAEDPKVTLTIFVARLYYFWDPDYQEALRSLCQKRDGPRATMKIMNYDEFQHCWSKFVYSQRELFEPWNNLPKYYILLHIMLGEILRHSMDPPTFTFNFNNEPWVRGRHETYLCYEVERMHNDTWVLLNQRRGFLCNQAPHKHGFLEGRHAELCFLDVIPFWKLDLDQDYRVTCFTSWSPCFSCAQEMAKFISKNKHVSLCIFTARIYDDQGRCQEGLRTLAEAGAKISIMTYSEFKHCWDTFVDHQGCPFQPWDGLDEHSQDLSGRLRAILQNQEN
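Read-out is eYFP fluorescence (Ex 488/Em 500-530) from Vif-expressing HeLa A3G-eYFP cells; more signal means A3G escaped Vif-mediated degradation. Cells plated overnight, compound pinned in, incubated overnight at 37 deg C.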
ALOX12 inh: ALOX12 (human) lipoxygenase inhibition; P18054; purified 12hLO, xylenol orange hydroperoxide absorbance; Potency, µM (doses to about 108 µM), for the others: top-dose activity change, negative = inhibition, usual class: inhibitors; actives 1.1% (n = 580,000); AID 1671190; further: potency means the concentration at half of the fitted maximal effect; on the % scale 0 is the no-effect control and ±100 the full control effect
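Purified human 12hLO at 150 nM in 25 mM Hepes, 0.01% Triton X-100, pH 7.0, preincubated 15 min at room temperature with compound. Reaction started with 40 uM arachidonic acid, 30 min at room temperature. Hydroperoxide measured by Fe-xylenol orange, 573/405 nm absorbance ratio.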
ERG-DNA inh: ERG Ets/DNA interaction inhibition. P11308. fluorescence polarization, His-ERG Ets domain / labelled DNA. Potency, µM (highest dose often 76.9 µM), for the others: at the top dose FP activity, negative = inhibition, hits mostly inhibitors. actives 0.028% (n = 370,000); active means well fitted inhibition curve with a large enough effect in the polarisation, with a control signal flat; inconclusive means small, poorly fitted or top-dose-only effect, or effect the other way, or a change in a side signal; inactive means no such curve, though single readings can be large or run the other way; the % refers to the polarisation;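 further: polarization taken with two DNA probes labelled with fluorescein and Texas red; potency means the concentration at half of the fitted maximal effect; % of control where 0% means no effect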
Target sequence (P11308 whole entry, looked up, the tested form may be a part): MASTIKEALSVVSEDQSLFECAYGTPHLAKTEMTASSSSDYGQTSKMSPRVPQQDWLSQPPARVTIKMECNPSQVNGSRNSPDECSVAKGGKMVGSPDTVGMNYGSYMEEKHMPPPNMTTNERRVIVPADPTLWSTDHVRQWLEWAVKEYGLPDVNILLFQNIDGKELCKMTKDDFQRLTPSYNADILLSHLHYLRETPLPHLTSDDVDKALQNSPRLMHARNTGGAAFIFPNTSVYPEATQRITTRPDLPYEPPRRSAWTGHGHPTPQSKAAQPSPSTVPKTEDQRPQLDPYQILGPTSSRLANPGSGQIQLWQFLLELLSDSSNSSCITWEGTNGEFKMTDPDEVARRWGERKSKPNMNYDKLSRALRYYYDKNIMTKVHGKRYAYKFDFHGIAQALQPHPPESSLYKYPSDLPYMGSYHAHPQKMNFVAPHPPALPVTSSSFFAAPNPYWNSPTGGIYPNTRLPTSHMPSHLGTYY
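His-tagged ERG Ets domain (1 uM in the protein solution; 300mM KCl, 50mM Tris-HCl, 1mM EDTA, 1mM DTT, pH 7.5) received compound, then a probe mix of 5 nM fluorescein-DNA and 100nM Texas-615-DNA. Fluorescence polarization was read for both dyes.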
RGS4 inhibitor: inhibitors of human regulator of G protein signaling 4 | P49798 | Transcreener GDP fluorescence polarization, RGS4-accelerated GTP hydrolysis | Potency, µM (highest dose often 114 µM), without a hit: top-dose activity change, negative = inhibition, most hits filed as inhibitors | actives 0.039% (n = 390,000); further: potency means the concentration at half of the fitted maximal effect; on the % scale 0 is the no-effect control and ±100 the full control effect; nearly all actives have a fitted effect of over 75% in size; some results filed as inactive show a strong effect at the top dose
Target sequence (P49798 whole entry, looked up): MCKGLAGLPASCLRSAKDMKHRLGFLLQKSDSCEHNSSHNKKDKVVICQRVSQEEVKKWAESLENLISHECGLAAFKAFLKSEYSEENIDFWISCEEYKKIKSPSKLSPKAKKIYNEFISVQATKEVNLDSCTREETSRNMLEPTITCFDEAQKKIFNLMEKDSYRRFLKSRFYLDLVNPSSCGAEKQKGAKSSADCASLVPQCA
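MLSMR compounds (23 nl, pin-transferred) preincubated 10 min at room temperature with a 500nM (2x) first reagent, then RGS4 at 900nM (2x) plus Transcreener GDP mix added; fluorescence polarization (620/688 nm) read before and after 90 min at 30 °C.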
Glioma ERSR ind: induces the endoplasmic reticulum stress response in human glioma cells. U87-MG GRP78 promoter luciferase reporter, 16 h. Potency, µM, for inactives: at the highest dose activation, hits mostly activators. actives 0.02% (n = 420,000). AID 602332; further: potency means the concentration at half of the fitted maximal effect; series mostly up to about 76 µM; % of control where 0% means no effect; nearly all actives have a fitted effect of over 35% in size
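Stably transfected U87-MG glioma cells carrying a GRP78-based luciferase sensor; 16 h compound incubation. Luminescence end-point read 10 min after Bright-Glo addition at room temperature.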
LDHA inh: blocks human lactate dehydrogenase A; P00338; purified LDHA, NADH/diaphorase-resazurin fluorescence; hits give low values; activity change, % (values are at about 110 or 230 µM); actives 0.15% (n = 480,000); AID 1347041; in the data active means activity change below about -30%; inconclusive means mostly about -25% to -30%;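 further: plate controls were DMSO wells for no effect and wells without enzyme for full effect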
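LDH5 2 nM; NADH 0.06 mM, pyruvate 0.2 mM; 200 mM Tris pH 7.4, EDTA, Tween-20; 5 min RT. Detection: diaphorase 0.133 mg/mL + resazurin 37 µM, fluorescence ex540/em590 at 0 and 20 min; normalized to enzyme-free and DMSO wells.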
D2 antagonist: antagonizes the human D2 dopamine receptor | P14416 | HEK293 TREx D2 cells, calcium flux, dopamine EC80 | inhibition, % at 10 µM | actives 2% (n = 340,000); in the data active means inhibition above about 30%; further: 0% is about no effect
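In this primary screen, negative modulation is detected by tracking calcium flux after an EC80 dopamine challenge in inducible HEK293 T-REx D2 cells preexposed to test compound for 180 s.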
The depositor's hits bear a star; ? = inconclusive; / = no result given; & = joins results of further samples; [ ] = another dose, or the depositor's remark. Unless noted, the call rests on the fitted dose curve; in most records, active means well fitted curve in the direction sought with a large enough effect; inconclusive means small, poorly fitted or top-dose-only effect, or another doubt; inactive means no such curve, though single readings can be large; an effect the other way counts as inactive or inconclusive. This is a subset. The share of hits here may be higher or lower than overall.

SMILES,D2 agonist,LDHA inh,ALOX12 inh,RGS4 inhibitor,D2 antagonist,Glioma ERSR ind,ERG-DNA inh,Vif-A3F inh,Vif-A3G inh
COc1ccc(S(=O)(=O)NC(=O)C2(C)CCN2C(=O)C(C)(C)c2ccccc2)cc1 (configuration not stated),/,2,2%,/,/,-4%,/,/,-1%
COc1ccc(-c2nnn(CCc3nn[nH]n3)n2)cc1OC,0.0,2,-11%,-3%,-9,-3%,5%,-12%,-4%
COc1ccccc1NC(=O)c1sc2nc3c(c(C(F)(F)F)c2c1N)CN(C(C)=O)CC3,-1.3,-4,-10%,-8%,/,/,5%,/,/
CC1CC(C)CN(C(=O)c2nn(C)c3c2CS(=O)(=O)c2ccccc2-3)C1 (configuration not stated),-0.2,0,17%,-12%[11.4 µM],2,-2%,-2%,-10%,2%
Cc1cc(NC(=O)Cn2cnc3sc(C)c(C)c3c2=O)no1,/,-1,-8%,-16%,/,-6%,-6%,-11%,1%
CSCC[C@H](NC(=O)OC(C)(C)C)C(=O)N1CCC(C(=O)N[C@@H](Cc2c[nH]c3ccccc23)C(=O)O)CC1,0.0,-2,-3%,20%,2,0%,3%,7%,0%
COc1cc2nc(NCc3ccccc3)n3nc(-c4ccccc4)nc3c2cc1OC,/,-1,-1%,14%,/,-1%,-2%,1%,5%
Cn1c(=O)oc2cc(S(=O)(=O)N3CCN(c4cccc(Cl)c4)CC3)ccc21,/,1,-20%,-23%,/,0%,0%,0%,?
COc1ccc(-c2cn3cccnc3n2)cc1NC(=O)Nc1cc(C)ccc1C,-0.3,3&8,?,?,/,-2%,?,-14%,?
COc1ccc(NC(=O)N(CCO)Cc2cc3c(C)cc(C)cc3[nH]c2=O)cc1,0.1,-1,0%,-20%,7,3%,0%,-2%,-10%
O=C(c1ccc(CSc2nc3ccncc3n2Cc2ccc(F)cc2)cc1)N1CCCCCC1,0.5,-6,-7%,-23%,/,-1%,-1%,4%,2%
COc1ccc(CCNC(=O)c2nc(SCc3ccccc3F)ncc2Cl)cc1OC,7.5,-1,-5%,-11%,/,-4%,-1%,9%,7%
Cc1ccc(NC(=O)CN2CCN(c3ccccn3)CC2)cc1S(=O)(=O)N(C)C,69*,1,-6%,-20%,77*,-1%,-1%,1%,-9%
Cc1ccc(S(=O)(=O)Nn2c(C)nnc2-n2nc(C)cc2C)cc1,0.4,-5,?,-8%,7,-5%,13%,4%,-3%
Cc1ccc(C)c(Cc2c(C)nc3c(C(=O)N4CCOCC4)cnn3c2C)c1,-1.1,-1,14%,-12%,-6,-2%,7%,4%,1%
CCN(CC)C(=O)CSc1nc2cc3c(cc2c(=O)n1Cc1ccc(OC)cc1)OCO3,1.0,-3,-27%,?,6,-1%,-5%,3%,-5%
CC(=O)N1CCc2cc(S(=O)(=O)Nc3ccc(C)cc3C)ccc21,0.7,-4,57%[activator],28%,-6,-4%,6%,1%,-18%
CCOC(=O)c1sc2nc3c(cc2c1N)COC(C)(C)C3,0.0,0,-9%,-8%,12,-1%,6%,/,-4%
C=CCN(C(=O)C1CC(=O)N(C2CCCC2)C1)c1nc(-c2ccc(S(C)(=O)=O)cc2)cs1 (configuration not stated),0.2,-1,9%,-16%,4,-3%,/,7%,-11%
CCN(c1ccccc1)S(=O)(=O)c1cccc(C(=O)NCc2ccncc2)c1,0.1,-1,11%,-13%,10,-5%,-4%,-6%,4%
O=C(NCc1ccccc1)c1cc(C2CCCCN2S(=O)(=O)c2cccs2)on1 (configuration not stated),/,-7,-6%,/,/,-1%,/,/,3%
COc1ccc(OC)c(C2C(C(C)=O)=C(O)C(=O)N2CCc2ccc(OC)c(OC)c2)c1 (configuration not stated),0.3,3,?,11%,-16,1%,4%,5%,2%
CC(=O)Nc1ccc(S(=O)(=O)N2CCN=C2SCc2ccc(F)cc2)cc1,1.9,-1,?,-22%,-8,-5%,14%,2%,-10%
C=CCNc1nc(N2CCOCC2)nc(N2CCOCC2)n1,-0.7,4,3%,-19%,31*,-1%,/,1%,0%
CCOc1ccc(NC(=S)N2CCC(NC(=O)C3CCCCC3)CC2)cc1,1.0,-5,3%,17%,-1,2%,3%,-1%,-1%

SMILES,D2 agonist,LDHA inh,ALOX12 inh,RGS4 inhibitor,D2 antagonist,Glioma ERSR ind,ERG-DNA inh,Vif-A3F inh,Vif-A3G inh
COc1ccccc1OCc1csc(NC(=O)c2ccco2)n1,-0.9,-6,-46%,1%,0,5%,-9%,0%,-9%
Cc1nc(CSc2nnc3scc(-c4ccccc4)n23)cs1,-0.2,-1,-27%,-46%,-14,-2%,14%,-6%,-3%
C[C@@H]1CN[C@H](CCO)/C1=C\c1ccccc1,/,-4,3%,15%,/,5%,0%,-3%,0%
COCCN1Cc2cccc(C(=O)Nc3ccc(S(=O)(=O)N4CCCCCC4)cc3)c2C1=O,1.6,-11,5%,5%,17,-4%,4%,3%,0%
CC1CCCC(C)N1C(=O)COC(=O)Cn1cnc2c1c(=O)n(C)c(=O)n2C (configuration not stated),0.2,-3,-13%,-7%,-11,-5%,4%,-12%,1%
CC(=O)Nc1ccc(S(=O)(=O)N2CCN(C34CC5CC(CC(C5)C3)C4)CC2)cc1,-0.4,-3,-3%,-4%,-5,-2%,10%,-12%,1%
Cc1nc2nc(C)c(CCC(=O)NCc3ccccc3)c(C)n2n1,0.7,2,-18%,-4%,/,1%,-2%,-6%,-2%
O=C(CO/N=C/c1ccc(OC(F)F)cc1)N1CCc2ccccc21,-0.9,-6,-2%,-9%,10,2%,-11%,-20%,5%
Clc1ccc(C2[C@H]3CN(CC4CCCCC4)[C@H](c4ccccc4)C34CC2(c2ccccc2)C4)cn1 (some centres not stated),-0.2,-2,-30%,-7%,10,-2%,6%,3%,2%
COc1ccccc1N1CCN(S(=O)(=O)c2cc(-c3cc(C)no3)ccc2C(C)C)CC1,0.0,-1,0%,-28%,7,2%,-6%,-14%,-1%
CCn1ccnc1CN(C)C(=O)C1CCC(=O)N(Cc2cccc(F)c2)C1 (configuration not stated),0.7,-4,-3%,11%[56.9 µM],-4,2%,1%,-14%,1%
CN(C)/C=C(\C#N)S(=O)(=O)c1ccc(Cl)cc1,1.1,-9,392%[activator],4%,-6,-3%,7%,10%,1%
COc1ccc(N2CCN(C3CC(=O)NC3=O)CC2)cc1 (configuration not stated),0.3,8,0%,-36%,6,-1%,3%,-4%,0%
Cc1ccc2nc(-c3cccc(SC4CCCCC4)c3)c(NCc3ccccc3)n2c1,/,-1&3,?,4%,/,-7%,-1%,?,-1%
CC(C)c1c(O)nc(SCc2ccc(F)cc2)[nH]c1=O,-0.2,-9,-1%,-52%,2,-3%,3%,2%,-1%
COc1ccc(S(=O)(=O)N2CCN(C(=O)c3ccc(C)o3)CC2)cc1,1.1,-3,-29%,11%,2,2%,8%,-8%,-2%
COc1ccccc1CN(CC(=O)NCc1ccco1)C(=O)CNS(=O)(=O)c1ccc(C)cc1,0.4,-1,0%,16%,16,0%,-1%,2%,2%
O=[N+]([O-])c1ccccc1/C=N/NC1=NCCCCC1,-0.4,-7,-21%,-2%,6,-3%,-2%,-18%,-8%
OC(c1cc(-c2ccc(C(F)(F)F)cc2)nc(C(F)(F)F)c1)C1CCCCN1 (configuration not stated),10,4,?,21%,-6,-13%,0%,-9%,2%
COc1cc(CNCCO)ccc1OC1CCCC1,-0.6,-3,0%,19%,20,-2%,-3%,4%,-2%
CC1CN(c2ccc(Cl)nn2)CC(C)O1 (configuration not stated),-0.6,-4,0%,-11%,1,-1%,-4%,2%,2%
COc1cc(/C=C/C(=O)OCC(=O)c2ccc3c(c2)NC(=O)CO3)ccc1OC(F)F,0.0,-1,-12%,?,-30,-1%,7%,-9%,-3%
O=c1[nH]c(=O)n(Cc2ccccc2)c2nc(-c3ccco3)cc(C(F)(F)F)c12,0.5,-5,?,8%,-3,0%,2%,-21%,-1%
CCCCSc1nnc2nc(C)cc(C)n12,-0.2,-6,-6%,29%,24,3%,?,-13%,-1%
COc1ccc(-c2nnco2)cc1OC,-2.1,2,0%,3%,-8,-3%,-1%,-18%,0%

SMILES,D2 agonist,LDHA inh,ALOX12 inh,RGS4 inhibitor,D2 antagonist,Glioma ERSR ind,ERG-DNA inh,Vif-A3F inh,Vif-A3G inh
COc1ccc(NCC(=O)Nc2cc(S(=O)(=O)N3CCOCC3)ccc2N2CCOCC2)c(OC)c1,0.2,-7,-8%,4%,8,-2%,8%,9%,8%
COc1cc(NC(=O)c2cccc([N+](=O)[O-])c2C)ccc1NC(=O)c1ccco1,-0.3,-13,-19%,-16%,-1,0%,3%,2%,-5%
CCc1ccc(NC(=O)c2cnc(N3CCN(c4ccccn4)CC3)c3ccccc23)cc1,0.5,3,-22%,-6%,-4,1%,11%,7%,-1%
O=C(C1=C(O)C(=O)N(Cc2ccco2)C1c1ccccc1)c1cccs1 (configuration not stated),0.4,0,?,-68%[56.9 µM],8,-3%,-2%,5%,-6%
O=c1c(Cl)c(NCCO)ncn1-c1ccccc1,1.1,-4,0%,4%,16,0%,-8%,1%,-1%
CCOC(=O)C1(CCOc2ccccc2)CCN(Cc2ccc(OC)c(O)c2)CC1,1.5,1,/,-19%,-3,-2%,14%,0%,2%
